# miR-122 sensor: miR-122 Renilla sensor signal increase in Huh7, primary screen, miR-122 inhibitor project, cell-based, single point, plate reader; Huh7 miR-122 Renilla luciferase sensor, 48 h; neutral wells = 0, positive control = 100; activation (reporter increase), % at 12.5 µM; 340,000 compounds, 0.3% hits; AID 602342, 2012;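 active means mean replicate activation score at least 90 and every replicate individually at or above 90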;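 further: higher luciferase means less miR-122 activity so hits act as miR-122 inhibitors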
# esBAF inh: Bmi1 luciferase reporter increase in mESCs, primary screen, esBAF inhibitor project, mouse ES cells, Bmi1 luciferase knock-in, single point | AID 602393, 2012 | reporter increase, % at 12.5 µM | 350,000 compounds, 2% hits | 24 h; 100% = twice the neutral-well signal; in the data active means activation above about 40%;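 further: 0% = median of the plate's neutral control wells and 100% = double that signal; a rise in the Bmi1 reporter signal indicates esBAF inhibition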
# ARNT-TACC3 inh: disruptors of ARNT/TACC3 protein interaction, primary screen, biochemical, AlphaScreen, single concentration; AlphaScreen His-ARNT PAS-B/GST-TACC3 binding, luminescence; TACC3 fragment carries E629A point mutation; 390,000 compounds, 0.66% hits; inhibition, % at 9.99 µM;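 active means mean inhibition of replicates at least 50% and at least half of replicates each reaching 50%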;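 further: 0% = complete ARNT plus TACC3 wells and 100% = ARNT alone without TACC3; many hits fall short of the cut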
# ERp5 block: inhibitors of ERp5-driven insulin aggregation, primary screen, biochemical, turbidity, absorbance 650 nm, single point. 350,000 compounds, 0.05% hits. Protein disulfide-isomerase A6 (Homo sapiens), Q15084. inhibition, % at 9.99 µM. AID 651711, 2012. 90 min;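 active means mean replicate inhibition above about 25%, with every replicate also reaching it, limit read from the data, passing the limit was not always enough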
# Target sequence (Q15084 whole entry, looked up): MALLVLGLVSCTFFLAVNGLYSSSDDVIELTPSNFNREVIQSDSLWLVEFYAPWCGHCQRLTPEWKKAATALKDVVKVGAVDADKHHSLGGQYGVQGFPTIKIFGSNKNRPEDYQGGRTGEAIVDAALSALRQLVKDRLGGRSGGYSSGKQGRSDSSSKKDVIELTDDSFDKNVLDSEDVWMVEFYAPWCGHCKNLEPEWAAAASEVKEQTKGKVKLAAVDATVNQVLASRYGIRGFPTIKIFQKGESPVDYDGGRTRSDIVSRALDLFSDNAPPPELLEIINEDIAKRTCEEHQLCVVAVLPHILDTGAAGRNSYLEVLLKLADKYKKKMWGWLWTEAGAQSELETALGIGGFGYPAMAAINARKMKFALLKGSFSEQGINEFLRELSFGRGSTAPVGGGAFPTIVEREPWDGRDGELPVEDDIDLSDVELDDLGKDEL
# Statin myotox sup: suppressors of statin myotoxicity in C2C12 myotubes, primary screen, cell-based, single point, plate reader | AID 602340, 2012 | C2C12 myotubes + simvastatin, ATP luminescence, 48 h; scaled: DMSO 0, geranylgeraniol control 100 | 330,000 compounds, 0.78% hits | rescue of ATP level, % at 7.49 µM;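 active means mean ATP rescue above about 67%, or every replicate alone reaching that limit, limit read from the data, passing the limit was not always enough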;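 further: myotubes were challenged with 10 µM simvastatin during compound exposure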
# Cneo AK release: Cryptococcus neoformans cell lysis inducers, primary screen, AK release luminescence, single concentration; lysis activity, % at 15 µM; 360,000 compounds, 0.2% hits; AID 651654, 2012; C. neoformans lysis, adenylate kinase release luminescence, 4 h; normalised: neutral wells 0, clomiphene wells 100;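 active means mean lysis activity across replicates of at least 80%, whatever share of replicates individually reach that level; inactive means mean lysis activity below 80%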
#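 Material: C. neoformans cells | Amount: Yeast cell density of 5 × 10^6 cells/mL | Medium: Fresh YPD growth medium | Dosing: Single dose | Times: Static 4 h at 37 °C with compound, 1 h detection | Detection: AK luminescence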
# SIRT5 inh: SIRT5 desuccinylase inhibitors, primary screen, biochemical, fluorescence imaging, single point, set 5. Purified SirT5, succinyl-peptide AMC, trypsin-coupled fluorescence. inhibition, % at 15 µM. 330,000 compounds, 1.1% hits; in the data active means inhibition above about 15%
# Target sequence (Q9NXA8 whole entry, looked up): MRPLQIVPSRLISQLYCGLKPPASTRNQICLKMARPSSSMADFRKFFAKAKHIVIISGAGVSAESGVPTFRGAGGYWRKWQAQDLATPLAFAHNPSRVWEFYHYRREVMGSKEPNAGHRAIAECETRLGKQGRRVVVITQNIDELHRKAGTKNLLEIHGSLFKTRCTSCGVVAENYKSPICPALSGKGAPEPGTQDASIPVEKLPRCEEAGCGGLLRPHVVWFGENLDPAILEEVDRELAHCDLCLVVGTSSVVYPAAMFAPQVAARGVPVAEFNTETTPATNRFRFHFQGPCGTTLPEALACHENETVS
# Active calls of the source: *; · = no result given; [ ] = remark or other dose.
# Every second line gives: miR-122 sensor	esBAF inh	ARNT-TACC3 inh	ERp5 block	Statin myotox sup	Cneo AK release	SIRT5 inh
- CC(=O)Nc1ccc(NC(=S)NC(=O)/C=C/c2ccco2)cc1
    4	-2	-1	2	4	1	4
- CCC(=O)Nc1ccc2c(c1)C(=O)N(C)[C@@H]1CC[C@@H](CC(=O)NC3CCCC3)O[C@@H]1CO2
    1[16.7 µM]	3	-6	-1	1	0	1
- C=CCC[C@@H](Cc1ccc(F)cc1)C(=O)OC[C@H](C)NC(=O)[C@H](CC=C)CC(=O)N(CCO)Cc1ccccc1
    -4	7	1	3	11	4	0
- N=c1c2cn[nH]c2nc(SCC(=O)c2ccc(Br)cc2)n1-c1ccc(Br)cc1
    -7	3	22	-2	-1	4	-1
- COCCOC(=O)N1C(=O)[C@@]2(c3cc(C#CCNC(N)=O)ccc31)[C@H](C(N)=O)[C@H]1C(=O)O[C@H](c3ccccc3)[C@H](c3ccccc3)N1[C@@H]2c1ccccc1OCCO
    ·	·	-9	7	·	-6	-2
- c1ccc(CCCCc2ccncc2)cc1
    -12	17	-7	6	-5	0	·
- CCN1C(=O)CS/C1=C(\C#N)S(=O)(=O)c1ccccc1
    -2	-4	-4	·	-4	1	·
- CC(=O)Nc1cccc(NC(=O)CSc2nc(=O)n(CCN3CCOCC3)c3c2CCCC3)c1
    ·	·	3	3	-20	-4	-3
- S=c1[nH]nc(CCc2nc3ccccc3[nH]2)n1-c1cccc(Cl)c1
    ·	·	3	-4	·	·	0
- CC(=O)N(C)C[C@@H]1Oc2cc(C#CCC(C)C)ccc2S(=O)(=O)N([C@@H](C)CO)C[C@@H]1C
    3[16.7 µM]	3	0	2	19	2	-3
- COc1c(O)ccc(/C=N/NC(=O)c2ccc3c(c2)OCCO3)c1[N+](=O)[O-]
    0	·	-6	-6	·	-1	0
- CN(C)c1cc[n+](CC(=O)N2c3ccccc3Sc3ccccc32)cc1
    ·	·	-1	-4	·	·	-3
- C=CCNC(=O)/C(=C/c1ccccc1OCC)NC(=O)c1ccccc1
    ·	·	-5	5	·	·	-2
- Cc1ccc(S(=O)(=O)N(C)c2ccccc2C(=O)Nc2ccc3c(c2)OCCO3)cc1
    -8	-1	-2	3	17	2	-3
- O=c1c2cc(NC(=S)N3CCCCCC3)ccc2nc2n1CCCCC2
    9	·	-5	-5	·	·	-11
- Cc1cccc(OCCC(=O)OC(C)C(=O)Nc2ccc(Cl)cn2)c1 (stereo not drawn)
    -9	2	-14	-3	6	-2	-2
- O=C(COC(=O)CCSc1ccc(Cl)cc1)NCc1ccccc1Cl
    8	-1	-7	·	4	·	·
- COCCCn1c(=S)[nH]c2ccc(N3CCOCC3)cc2c1=O
    -4	7	-1	·	-6	0	·
- CC1CCN(C(=O)Oc2ccccc2)CC1
    ·	-2	-6	4	·	0	1
- CCc1nc2ccccc2n1CC(O)COCC1CC=CCC1 (stereo not drawn)
    ·	·	-1	-3	·	·	-3
- C#CCOCCOCCOCCNc1nc(N2CCN(C(=O)Cn3cc(CCCN=C(N)N)nn3)CC2)nc(N2CCN(C(=O)[C@H](CCCCN)n3cc(CCCC)nn3)CC2)n1
    -3	2	9	0	2	2	-4
- COc1ccc2c(c1)C(C)CC(C)(C)N2C(=O)Nc1ccccc1 (stereo not drawn)
    -6	18	-3	1	0	3	7
- COc1ccc(CC(=O)O/N=C(\N)c2ccccc2)cc1OC
    -3	37	-6	1	22	0	4
- O=C(NC1CCCCC1)[C@@H]1[C@@H](CO)[C@@H]2Cn3c(cccc3=O)[C@@H]2N1C(=O)CC1CC1
    -3[16.7 µM]	0	-5	0	6	45	3
- O=C(c1ccncc1)N1C[C@@H]2[C@H](c3ccccc31)[C@@H](CO)N2C(=O)c1ccncc1
    -28[16.7 µM]	-2	-2	-1	-13	-6	3
- CN1CCN(C(=O)C[C@@H]2C[C@H]3c4cc(NC(=O)c5ccc6c(c5)OCO6)ccc4O[C@H]3[C@@H](CO)O2)CC1
    -2[16.7 µM]	7	-4	-6	7	-1	-5
- CCCC(=O)N(C)c1nnc(-c2ccc(OC)cc2)s1
    -4	36	-1	·	-3	-4	·
- CCOc1cccc2cc(C(C)=O)oc12
    ·	·	-5	8	·	-1	5
- C#CCOCCOCCOCCNc1nc(N2CCN(C(=O)[C@H](CCCCN)n3cc(CN)nn3)CC2)nc(N2CCN(C(=O)[C@H](CC(N)=O)n3cc(C(N)[C@H](C)CC)nn3)CC2)n1 (stereo partly drawn)
    1	-8	15	4	9	1	·
- COc1cccc(CNC(=O)[C@H](CCSC)NC(=O)N2CCn3c2nc2ccccc23)c1
    -7	-5	5	-1	-14	-1	2
- O=C(Cc1n[nH]c(=O)c2ccccc12)NCc1ccccc1
    -1	·	-4	2	·	6	-2
- Cc1ccsc1-c1ccnc(-n2cccc2)n1
    35	8	-1	·	2	6	·
- O=C(Nc1ccc(Cl)c(S(=O)(=O)N2CCCC2)c1)c1nn(CCO)c(=O)c2ccccc12
    -4	-2	8	5	-4	-1	-1
- COc1ccc(-n2c(C)nc3cc(C(=O)N4CCOCC4)ccc32)cc1
    3	9	-5	·	-9	0	·
- CCOc1cc(/C=N\NC(=O)c2ccc(NC(=O)CC)cc2)ccc1OC(=O)c1ccccc1
    -1	·	6	·	·	-2	·
- Cc1cccc(S(=O)(=O)N(C)C[C@@H]2OCc3ccccc3-c3c(n(C)c4ccccc34)C(=O)N([C@@H](C)CO)C[C@@H]2C)c1
    ·	8	33	4	11	1	7
- CCNC(=O)N(C)c1c(CC)nc2ccc(C(=O)N3CCN(C(=O)c4ccco4)CC3)cn12
    -5	4	·	-5	-2	-2	-2
- C[C@H]1CN([C@@H](C)CO)C(=O)c2cc(C3=CCCC3)cnc2O[C@@H]1CN(C)Cc1ccccc1C(=O)O
    -23[16.7 µM]	-5	1	-2	6	-1	6
- OCCCCNCc1ccc(OCc2ccc(Cl)cc2)cc1
    0	1	-6	0	-30	0	-5
- C=CCC1(Cl)C(=O)C(Cl)=C(N2CCOCC2)C1(OC)OC (stereo not drawn)
    -3	6	-11	0	-4	0	·
- CN(CCc1cnn(C)c1)Cc1nc(CC2CC2)no1
    -3	4	-2	5	6	-4	-9
- CN(C)/N=C1\CCS(=O)(=O)c2sccc21
    ·	·	-3	-4	·	·	1
- O=C(Cc1c(Cl)cccc1Cl)Nc1cccnc1
    ·	·	0	-8	·	·	0
- O=C(O)c1ccc(NS(=O)(=O)c2cccc(C(=O)Nc3ccccc3[N+](=O)[O-])c2)cc1
    -9	-8	14	-2	0	0	-5
- CCNC(=O)NC(=O)C(C)Sc1ncc(C(F)(F)F)cc1Cl (stereo not drawn)
    -1	-1	·	-1	11	0	-5
- Cc1ccc(-c2csc(NC(=O)/C=C/c3ccco3)c2C(=O)O)cc1
    -13	18	-5	4	0	-4	7
- C[C@@H]1CN([C@@H](C)CO)C(=O)Cc2cc(NC(=O)CCN3CCOCC3)ccc2O[C@@H]1CN(C)C(=O)Nc1ccc(C(F)(F)F)cc1
    3[16.7 µM]	3	-7	-7	-10	-4	-6
- CC1(C(=O)O)CCCN(C(=O)c2ccc(F)cc2Cl)C1 (stereo not drawn)
    -5	-4	·	-4	-3	4	·
- CCCC(=O)Nc1ccc2c(c1)OC[C@@H](C)N(S(=O)(=O)c1cn(C)cn1)C[C@@H](C)[C@H](OC)CN(C)C2=O
    1[16.7 µM]	-4	-3	-3	10	-5	-6
- CC(CCc1ccccn1)C(=O)c1ccccc1 (stereo not drawn)
    0	7	-2	1	3	-1	·
- COc1cccc(Nc2ncnc3nc[nH]c23)c1
    8	16	0	6	23	-2	·
- CCOC(=O)c1nn(-c2cccc(OC)c2)c2nc(Nc3ccccc3)cc(=O)n12
    0	·	-3	·	·	4	·
- O=S(=O)(CCc1ccncc1)Cc1ccc2c3c(cccc13)CC2
    ·	·	-5	-9	·	·	-4
- O=C(N/N=C/c1ccc(-c2cccc([N+](=O)[O-])c2)o1)c1ccc([N+](=O)[O-])cc1
    ·	·	1	8	·	·	-4
- CC(=O)Nc1ccc(S(=O)(=O)Nc2nccc(/C=C/c3ccc(Cl)cc3)n2)cc1
    ·	·	0	-7	·	·	-2
- C[C@@H]1CCCCO[C@H](CN(C)S(=O)(=O)c2ccc(Cl)cc2)[C@H](C)CN([C@@H](C)CO)C(=O)c2cc(NC(=O)C3CCCCC3)ccc2O1
    -14[16.7 µM]	-4	-8	-1	·	-2	9
- CCOC(=O)NC(=O)COC(=O)CCCc1nc2ccccc2s1
    ·	·	4	-3	·	·	2
- COc1ccc(C2=NS(=O)(=O)N(C)C(C(=O)Nc3cc(C)ccc3O)=C2)cc1OC
    -5	11	8	-6	32	-6	5
- O=S(=O)(NC1C2CC3CC(C2)CC1C3)c1ccc(F)cc1 (stereo not drawn)
    ·	·	-2	3	1	2	1
- COCCNC(=O)Cn1cc(C(=O)c2cccs2)c2ccccc21
    -1	0	-1.1*	·	11	1	·

# (further entries)
Molecule | miR-122 sensor | esBAF inh | ARNT-TACC3 inh | ERp5 block | Statin myotox sup | Cneo AK release | SIRT5 inh
S=C(NCc1ccco1)N1CCN(C/C=C/c2ccccc2)CC1 | · | · | 0 | 8 | · | · | 3
CN(C(=O)c1cccc(C(F)(F)F)c1)C1CCCc2ccccc21 (stereo not drawn) | 1 | 5 | · | 1 | -18 | -1 | -1
Cc1noc(C)c1NC(=O)Nc1ccc2c(c1)C(=O)N([C@@H](C)CO)C[C@@H](C)[C@H](CN(C)C(=O)Nc1c(C)noc1C)OCCCC[C@H](C)O2 | 3[16.7 µM] | -5 | 0 | 2 | · | -1 | -4
Oc1ccc(N=Nc2ccc3c(c2)OCCO3)c2cccnc12 | · | · | 22 | 5 | · | · | 1
Cn1nc(C(F)(F)F)cc1C(=O)Nc1ccc(Cl)cc1 | 13 | -6 | 16 | 4 | -10 | 0 | -5

# Nine compounds out of the list, arranged by SMILES length, descending.
Molecule | miR-122 sensor | esBAF inh | ARNT-TACC3 inh | ERp5 block | Statin myotox sup | Cneo AK release | SIRT5 inh
Cc1noc(C)c1NC(=O)Nc1ccc2c(c1)C(=O)N([C@@H](C)CO)C[C@@H](C)[C@H](CN(C)C(=O)Nc1c(C)noc1C)OCCCC[C@H](C)O2 | 3[16.7 µM] | -5 | 0 | 2 | · | -1 | -4
C[C@@H]1CCCCO[C@H](CN(C)S(=O)(=O)c2ccc(Cl)cc2)[C@H](C)CN([C@@H](C)CO)C(=O)c2cc(NC(=O)C3CCCCC3)ccc2O1 | -14[16.7 µM] | -4 | -8 | -1 | · | -2 | 9
O=C(N/N=C/c1ccc(-c2cccc([N+](=O)[O-])c2)o1)c1ccc([N+](=O)[O-])cc1 | · | · | 1 | 8 | · | · | -4
COc1ccc(C2=NS(=O)(=O)N(C)C(C(=O)Nc3cc(C)ccc3O)=C2)cc1OC | -5 | 11 | 8 | -6 | 32 | -6 | 5
CC(=O)Nc1ccc(S(=O)(=O)Nc2nccc(/C=C/c3ccc(Cl)cc3)n2)cc1 | · | · | 0 | -7 | · | · | -2
CN(C(=O)c1cccc(C(F)(F)F)c1)C1CCCc2ccccc21 (stereo not drawn) | 1 | 5 | · | 1 | -18 | -1 | -1
COCCNC(=O)Cn1cc(C(=O)c2cccs2)c2ccccc21 | -1 | 0 | -1.1* | · | 11 | 1 | ·
CCOC(=O)NC(=O)COC(=O)CCCc1nc2ccccc2s1 | · | · | 4 | -3 | · | · | 2
Oc1ccc(N=Nc2ccc3c(c2)OCCO3)c2cccnc12 | · | · | 22 | 5 | · | · | 1
